Screening results deposited in PubChem BioAssay by National Center for Advancing Translational Sciences (NCATS).
A350 fluor: qHTS Assay for Spectroscopic Profiling in A350 Spectral Region. Compound autofluorescence, 340/450 nm, Alexa 350 dye-equivalents; active compounds read high. max dye-equivalent concentration, M. 59,000 tested, 11% active; in the data active means max dye-equivalent concentration above about 10 nM; inconclusive means mostly about 1.1 nM to 9.6 nM
UbGFP stabilizer: Ubiquitin-GFP Assay | Ubiquitin-GFP reporter cells, proteasome inhibition, GFP fluorescence; response scale: untreated = 0%, 10 µM MG-132 = 100% | Potency, µM (titrated, usually from 45.9 µM), for the others: at the highest dose activation (GFP accumulation), usual class: activators | 67,000 tested, under 10 active | AID 526, 2006; active means well fitted activation curve with a large enough effect, not every such curve was filed as active; inconclusive means small, poorly fitted or top-dose-only effect, or another doubt; inactive means no such curve, though single readings can be large or run the other way; further: potency means the concentration at half of the fitted maximal effect
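U2OS Ub(G76V)-GFP reporter; O/N plating, 0.5% FBS; cpd 46 uM–2.9 nM, 4 h, 37 °C; GFP+ cell count, 488/515 nm; norm. to basal vs 10 uM MG-132; CRC fit.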
CRE Fsk mod: Cell signaling CRE-BLA (Fsk stim). 71,000 tested, 2.5% active. Potency, µM (series often up to 38.2 µM), for the others: at the highest dose activity change, negative = inhibition, hits mostly activators. CHO CRE-bla reporter (cAMP response element driving beta-lactamase), forskolin EC10, beta-lactamase ratio. AID 662, 2007; active means well fitted activation curve with a large enough effect in the signal ratio, with a control signal flat, not every such curve was filed as active; inconclusive means small, poorly fitted or top-dose-only effect, or effect the other way, or a change in a side signal; the % refers to the signal ratio; further: potency means the concentration at half of the fitted maximal effect; % of control where 0% means no effect
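Cells were plated overnight at 37 °C, exposed to compound titrations plus EC10 NKH 477 for 3 h, then given CCF4 dye for 2 h at room temperature. Blue/green (460/530 nm) ratio was converted to %Activity and AC50 values calculated.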
BRCT inh red: qHTS Assay for Inhibitors of BRCT-Phosphoprotein Interaction (Red Fluorophore) | Breast cancer type 1 susceptibility protein (Homo sapiens), P38398 | BRCT-phosphopeptide binding, red fluorescence polarization | Potency, µM (titrated, usually from 76.9 µM), for the others: at the top dose activity change, negative = inhibition, hits mostly inhibitors | 75,000 tested, 0.03% active; further: on the % scale 0 is the no-effect control and ±100 the full control effect
Target sequence (P38398 whole entry, looked up): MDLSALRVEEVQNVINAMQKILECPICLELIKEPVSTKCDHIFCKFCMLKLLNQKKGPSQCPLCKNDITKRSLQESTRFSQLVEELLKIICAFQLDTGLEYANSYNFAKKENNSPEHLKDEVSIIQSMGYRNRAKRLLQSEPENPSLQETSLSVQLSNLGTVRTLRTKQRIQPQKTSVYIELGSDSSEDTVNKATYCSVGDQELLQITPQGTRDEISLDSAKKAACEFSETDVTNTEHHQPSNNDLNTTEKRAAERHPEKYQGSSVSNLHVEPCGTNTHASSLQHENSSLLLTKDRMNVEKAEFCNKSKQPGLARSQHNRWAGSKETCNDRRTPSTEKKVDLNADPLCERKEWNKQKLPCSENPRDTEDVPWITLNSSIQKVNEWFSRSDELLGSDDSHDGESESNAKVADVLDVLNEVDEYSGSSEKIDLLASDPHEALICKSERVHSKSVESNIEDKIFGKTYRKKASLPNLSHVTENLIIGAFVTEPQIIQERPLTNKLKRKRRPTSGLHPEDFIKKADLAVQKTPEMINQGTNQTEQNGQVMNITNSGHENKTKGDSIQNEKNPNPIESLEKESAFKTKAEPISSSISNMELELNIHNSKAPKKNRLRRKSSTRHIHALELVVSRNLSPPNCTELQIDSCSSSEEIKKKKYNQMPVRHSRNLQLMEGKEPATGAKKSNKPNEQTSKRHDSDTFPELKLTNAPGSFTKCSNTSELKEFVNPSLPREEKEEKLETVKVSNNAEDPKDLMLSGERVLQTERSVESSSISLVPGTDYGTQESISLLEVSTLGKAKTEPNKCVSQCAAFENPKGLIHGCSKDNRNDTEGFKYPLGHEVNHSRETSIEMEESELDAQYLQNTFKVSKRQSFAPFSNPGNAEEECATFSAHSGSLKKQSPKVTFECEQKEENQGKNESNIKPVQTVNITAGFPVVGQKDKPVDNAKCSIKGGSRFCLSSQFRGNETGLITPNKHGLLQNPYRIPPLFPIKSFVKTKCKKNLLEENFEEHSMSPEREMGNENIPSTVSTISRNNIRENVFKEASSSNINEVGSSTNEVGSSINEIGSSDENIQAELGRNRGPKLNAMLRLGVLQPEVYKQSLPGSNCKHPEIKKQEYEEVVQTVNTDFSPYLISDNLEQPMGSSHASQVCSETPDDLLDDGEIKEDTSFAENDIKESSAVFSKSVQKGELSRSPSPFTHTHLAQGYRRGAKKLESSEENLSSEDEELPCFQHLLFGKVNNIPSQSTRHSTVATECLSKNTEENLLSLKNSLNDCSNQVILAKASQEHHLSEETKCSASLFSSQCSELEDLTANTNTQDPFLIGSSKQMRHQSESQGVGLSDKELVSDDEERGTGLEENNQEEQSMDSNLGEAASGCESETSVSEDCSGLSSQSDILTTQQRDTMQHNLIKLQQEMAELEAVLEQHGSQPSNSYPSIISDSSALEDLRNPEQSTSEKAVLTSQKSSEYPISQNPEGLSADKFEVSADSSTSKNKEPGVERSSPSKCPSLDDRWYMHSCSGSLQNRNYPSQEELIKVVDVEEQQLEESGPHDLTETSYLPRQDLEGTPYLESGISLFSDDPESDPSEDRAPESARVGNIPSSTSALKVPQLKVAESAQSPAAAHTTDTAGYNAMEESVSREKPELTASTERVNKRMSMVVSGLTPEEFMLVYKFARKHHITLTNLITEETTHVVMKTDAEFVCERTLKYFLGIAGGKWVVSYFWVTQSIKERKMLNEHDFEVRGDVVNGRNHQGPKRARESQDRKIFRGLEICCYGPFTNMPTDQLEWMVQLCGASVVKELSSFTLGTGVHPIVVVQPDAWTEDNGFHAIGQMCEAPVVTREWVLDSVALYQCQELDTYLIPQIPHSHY
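Rhodamine-labelled pBACH1 10-mer (100 nM) bound to BRCT domain (100 nM) at pH 7.3; compounds incubated 12 min room temperature, polarization read. Free peptide defines full inhibition; unlabelled decapeptide titrated as control.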
BRCT inh green: qHTS Assay for Inhibitors of BRCT-Phosphoprotein Interaction (Green Fluorophore) | Breast cancer type 1 susceptibility protein (Homo sapiens), P38398 | BRCA1 BRCT-phosphopeptide binding, green fluorescence polarization | Potency, µM (highest dose often 76.9 µM), without a hit: top-dose activity change, negative = inhibition, most hits filed as inhibitors | 75,000 tested, 0.05% active | AID 875, 2007;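 further: potency means the concentration at half of the fitted maximal effect; plate controls were peptide without protein for full effect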
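Fluorescence polarization: His-tagged BRCT (~35 kDa BRCA1 C-terminus, 250 nM) bound to 100 nM fluorescein-labeled phosphorylated 10-aa BACH1 peptide, pH 7.3 phosphate buffer with DTT and Tween 20. Compounds incubated 12 min at room temperature; inhibition read as lowered polarization.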
Pol III holo inh: qHTS Assay for Inhibitors of DNA Polymerase III Holoenzyme System. reconstituted DNA polymerase III holoenzyme replication, biochemical. Potency, µM (titrated, usually from 57.1 µM), without a hit: at the top dose activity change, negative = inhibition. 71,000 tested, 0.25% active. AID 603, 2007; further: potency means the concentration at half of the fitted maximal effect; on the % scale 0 is the no-effect control and ±100 the full control effect
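Reconstituted *E. coli* holoenzyme (0.35 nM Pol III, 1 nM beta, 154 nM SSB, 2 nM primase) was preincubated with compound for 15 min at RT. Synthesis on 1.4 nM ssM13Gori ran 35 min, then was stopped with PicoGreen/EDTA and read as dsDNA fluorescence.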
HBB splice mod: qHTS Assay for Modulators of Hemoglobin Beta Chain Splicing | HBB splicing reporter cell assay, activation; EGFP reporter with mutant IVS2-654 intron; response scale: normalised to 500 nM splice-correcting PNA | Potency, µM (top dose mostly 46.1 µM), for inactives: top-dose activation, actives largely listed as activators | 65,000 tested, 0.06% active; further: potency means the concentration at half of the fitted maximal effect; 0% is about no effect
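Compounds were applied for 2 days to HeLa EGFP-654 cells, 500/well in Optimem with 2% FCS. The reporter's EGFP is disrupted by mis-splicing of beta-globin intron IVS2-654. Readout: summed well GFP fluorescence from 488 nm laser scanning; reference was 500 nM antisense […] 654 PNA.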
4-MU autofl: qHTS Assay for Spectroscopic Profiling in 4-MU Spectral Region. AID 589, 2007. max dye-equivalent concentration, M. compound autofluorescence, 340/450 nm, 4-MU equivalents; active compounds read high. 59,000 tested, 11% active; in the data active means max dye-equivalent concentration above about 10 nM; inconclusive means mostly about 1.1 nM to 9.6 nM
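Intrinsic fluorescence at 340/450 nm (ex/em) was read after 15 min at room temperature in pH 8.0, 100 mM Tris. Each compound concentration expressed as 4-MU-equivalent concentration from a six-point 4-MU standard series on each plate.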
ALOX15 inhib: qHTS Assay for Inhibitors of 15-hLO (15-human lipoxygenase); 74,000 tested, 1.4% active; purified 15hLO-1, xylenol orange hydroperoxide absorbance; Potency, µM (highest dose often 57.1 µM), for the others: top-dose activity change, negative = inhibition, usual class: inhibitors; further: potency means the concentration at half of the fitted maximal effect; on the % scale 0 is the no-effect control and ±100 the full control effect; nearly all actives have a fitted effect of over 55% in size
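Quantitative HTS in 25 mM Hepes pH 7.5 containing 0.01% Triton X-100: human 15hLO-1 at 40 nM, arachidonic acid at 50 uM, 6 min turnover. Product quantified via ferrous oxidation/xylenol orange, 573:405 nm absorbance ratio.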
GFP derepression: qHTS Assay for Epigenetic Modulators; Potency, µM (highest dose often 46.1 µM), inactives show at the top dose GFP derepression (activation); mouse C127i GFP locus derepression, cytometry, 30 h; AID 597, 2007; 68,000 tested, 0.09% active; further: % of control where 0% means no effect
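Locus derepression in mouse mammary C127i cells whose integrated CMV-GFP reporter is normally silent; GFP expression after 30 h compound treatment was quantified by counting fluorescent cells.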
Hsp90 Hop PPI: qHTS Assay for Disrupters of an Hsp90 Co-Chaperone Interaction. Hsp90 C-terminal peptide / TPR2A (Hop) interaction, human. AlphaScreen TPR2A-His6 binding biotin-Hsp90 C-terminal peptide. Potency, µM (series often up to 57 µM), inactives show at the top dose activity change, negative = inhibition. 71,000 tested, 0.44% active. AID 595, 2007; active means well fitted curve in either direction with a large enough effect; inconclusive means small, poorly fitted or top-dose-only effect, or another doubt; further: potency means the concentration at half of the fitted maximal effect; on the % scale 0 is the no-effect control and ±100 the full control effect; many of its hits are not listed in these tables
The depositor's hits bear a star; i = inactive; ? = inconclusive; / = not tested or not shown; [ ] = dose if it differs, or a comment. Unless noted, the call rests on the fitted dose curve; in most records, active means well fitted curve in the direction sought with a large enough effect; inconclusive means small, poorly fitted or top-dose-only effect, or another doubt; inactive means no such curve, though single readings can be large; an effect the other way counts as inactive or inconclusive. The order is random; any-hit rate near 12%.

SMILES	A350 fluor	UbGFP stabilizer	CRE Fsk mod	BRCT inh red	BRCT inh green	Pol III holo inh	HBB splice mod	4-MU autofl	ALOX15 inhib	GFP derepression	Hsp90 Hop PPI
CC(=O)Nc1cccc(O)c1	/	/	3.7%	0.7%	-1.3%	-2.5%	-0.8%	/	7.4%	/	0.1%
Cc1cc(NC(=O)c2ccc(N(C)S(=O)(=O)c3ccccc3)cc2)no1	i	3.4%	5.4%	-0.6%	-1.8%	-2.5%	-0.6%	i	0.5%	2.1%	-1.8%
CCC(Sc1nnc(-c2ccc(C)c(Cl)c2)n1CC)C(=O)Nc1nccs1 (configuration not stated)	i	7.5%	?	0.5%	1.0%	-2.9%	-0.5%	i	-7.6%	0.0%	-5.9%
O=C(Cn1ncc2c(=O)oc3ccccc3c21)N1CCc2ccccc2C1	/	-4.3%	1.3%	1.2%	-0.2%	-1.3%	-0.4%	/	-0.6%	/	-4.9%[2.3 µM]
O=C(O)CCNc1ccc2c(c1)OCCO2	?	2.8%	-3.4%	1.9%	-7.6%	-15.1%	1.2%	?	-2.1%	-1.2%	-0.6%
O=C(c1cccc(F)c1)N1CCC[C@@]2(CCN(C(c3ccccc3)c3ccccc3)C2)C1	i	4.0%	7.1%	0.2%	5.9%	-6.2%	-0.6%	i	-19.5%	-0.1%[9.22 µM]	?
CN(C(=O)Cn1c(=O)n(CCCCC(=O)NC2CCCC2)c(=O)c2ccccc21)C1CCCCC1	i	-3.9%	0.8%	-0.2%	-1.0%	-4.0%	1.2%	i	4.8%	-1.2%	-2.9%
O=C(Nc1ccc(N2CCCCC2)c(Cl)c1)c1cccnc1	i	-2.5%	5.0%	-0.5%	1.0%	-1.7%	2.3%	i	-1.0%	1.2%	-1.2%
CC(C)CC1NC(=O)N(CC(=O)N2CCN(S(=O)(=O)c3ccc(Cl)cc3)CC2)C1=O (configuration not stated)	i	-4.8%	-14.5%	1.5%	-1.0%	1.1%	-0.2%[57.5 µM]	i	2.3%	-1.6%	-1.0%
C=C(C)Cn1c(SCC(=O)O)nnc1-c1ccc(C(C)(C)C)cc1	/	7.3%	-2.8%	1.3%	-2.0%	-0.3%	1.0%	/	12.2%	-1.8%	-1.7%
O=C(O)CN(Cc1ccco1)S(=O)(=O)c1ccccc1	/	0.0%	2.2%	0.1%	0.1%	-5.6%	-3.5%	/	-3.1%	2.5%	2.4%
O=C(Nc1cccc2cccnc12)c1cccnc1	i	23.4%	?	-0.2%	-0.1%	8.9%	-1.7%	i	3.3%	4.6%	-2.8%
N#C/C(=C1\CCCN1)c1nc2ccccc2c(=O)[nH]1	i	2.8%	0.5%	-0.9%	-1.9%	-2.2%	0.5%[57.5 µM]	i	-1.4%	-1.0%	-3.2%
O=C(Nc1ccccc1F)C1CCCN(S(=O)(=O)c2cccc3cccnc23)C1 (configuration not stated)	/	-3.7%	-6.1%	-1.1%	0.7%	2.9%	-1.0%	/	-2.8%	-2.3%	-1.0%
CC1CN(Cc2ccc(C#N)cc2Cl)CC(C)O1 (configuration not stated)	?	0.8%	?	-3.0%	-1.7%	7.2%	-0.3%[57.5 µM]	?	-1.3%	-3.7%	1.4%
CN(C)c1ccc(-c2nnn(CC(=O)Nc3ccccc3N3CCOCC3)n2)cc1	i	2.7%	?	-2.0%	1.3%	2.3%	-1.4%	i	3.0%	1.0%	-9.5%
COc1ccccc1N1CCN(C(=O)CSc2nc(C)c(Cc3ccccc3)c(=O)[nH]2)CC1	i	-8.7%	6.2%	1.0%	2.9%	4.7%	-1.7%	i	-15.3%	-2.1%	-10.2%
CCn1c(-c2c[nH]c3ccccc23)n[nH]c1=S	i	5.0%	?	0.5%	-2.8%	-1.5%	-0.5%	i	-19.1%	-2.7%	-5.6%
C[C@@]1(C(=O)O)NCCc2cc(O)c(O)cc21	/	-1.3%	?	-1.4%	-0.7%	7.94µM*	/	/	43.5%[25.6 µM]	-0.9%	?
Cc1c(OCc2nn[nH]n2)ccc2c3c(c(=O)oc12)CCC(C)C3 (configuration not stated)	2.34e-08M*	-2.6%	0.6%	-0.9%	2.2%	-1.5%	0.2%[57.5 µM]	1.86e-08M*	-6.5%	0.4%	-4.1%
COCCCNC(=O)c1ccc(N(C)S(C)(=O)=O)cc1	i	-1.7%	0.0%	-0.9%	-2.4%	-2.7%	0.1%	i	4.0%	1.6%	-0.3%
CCCCn1c(NC(=O)CC)c(C#N)c2nc3ccccc3nc21	2.9e-06M*	11.6%	?	-2.8%	9.6%	-4.6%	0.3%	2.48e-06M*	-6.6%	-2.6%	8.5%
COCCSc1ccccc1C(=O)Nc1nccs1	i	2.9%	-3.2%	0.0%	-0.9%	1.2%	-0.4%	i	-10.1%	0.3%	0.3%
Cc1cccc(NC(=O)C2CC(O)CN2C(=O)OCc2ccccc2)c1 (configuration not stated)	i	-10.8%	-18.0%	-0.8%	0.1%	-3.0%	-0.2%	i	-6.5%	4.3%	-3.2%
Cc1ccc(S(=O)(=O)N2CCC(C(=O)Nc3ccccc3N3CCCCC3)CC2)cc1	i	-8.9%	4.4%	0.2%	-2.5%	0.3%	/	i	-14.8%	0.0%	1.3%
Cc1cc(C(=O)COc2nncc3ccccc23)c(C)n1C	i	-3.9%	?	-0.1%	-2.6%	-1.3%	7.4%	i	-1.8%	-1.2%	-5.0%
CCS(=O)(=O)NCC(c1cccnc1)N1CCN(c2ccccc2F)CC1 (configuration not stated)	i	4.8%	?	1.7%	-0.3%	0.0%	-1.1%	i	5.5%	-1.4%	2.2%
CCOC(=O)c1ccc(NC(=O)c2c(C)[nH]c(C(=O)OCC)c2C)cc1	i	9.9%	-12.8%	-1.0%	0.4%	1.0%	-0.3%	i	-3.8%	4.1%	3.2%
CCCCn1c(Cl)nc2c1c(=O)n(C)c(=O)n2C	i	-2.1%	?	1.2%	-1.3%	-0.5%	0.0%[57.5 µM]	i	10.6%	4.5%	-0.2%
CCn1cc(C(=O)N2CCCc3ccccc32)c2cc(OC)c(OC)cc2c1=O	i	-0.9%	?	-1.1%	0.4%	3.0%	2.6%	i	0.6%	1.0%	-6.0%
Cc1ccc(-n2ncc3c(=O)n(CC(=O)NC4CCCCC4)cnc32)cc1C	i	13.5%	7.7%	-0.4%	-0.6%	-6.6%	-1.1%	i	4.1%	0.0%	4.7%
Cc1cc(OCC(O)CN(CCO)CCO)ccc1Cl (configuration not stated)	i	12.7%	0.9%	-0.5%	0.2%	-0.4%	-0.6%	i	4.6%	-2.0%	-1.9%
CCOC(=O)c1sc(=S)n(-c2ccc3c(c2)OCO3)c1N	i	/	9.6%	-1.0%	-1.8%	-2.6%	0.0%[0.369 µM]	i	?	1.6%	-21.2%
CC(=O)C1C(=O)C=C(c2ccco2)CC1c1ccccc1 (configuration not stated)	i	-9.3%	6.0%	1.9%	-0.9%	-3.0%	-0.1%	i	-15.4%	1.8%	-4.7%
COc1ccc(N(CC(=O)NC2CCCCCC2)S(=O)(=O)c2c(C)nn(C)c2C)cc1	i	-2.9%	-11.8%	-0.8%	0.2%	-2.9%	0.5%	i	1.8%	-1.0%	-6.8%

Entries above shown as hits in A350 fluor:
canonical_smiles	A350 fluor	UbGFP stabilizer	CRE Fsk mod	BRCT inh red	BRCT inh green	Pol III holo inh	4-MU autofl	ALOX15 inhib	Hsp90 Hop PPI
Cc1c(OCc2nn[nH]n2)ccc2c3c(c(=O)oc12)CCC(C)C3 (configuration not stated)	2.34e-08M*	-2.6%	0.6%	-0.9%	2.2%	-1.5%	1.86e-08M*	-6.5%	-4.1%
CCCCn1c(NC(=O)CC)c(C#N)c2nc3ccccc3nc21	2.9e-06M*	11.6%	?	-2.8%	9.6%	-4.6%	2.48e-06M*	-6.6%	8.5%
